# From PubChem
# BCLXL inh = Bcl-xL (human) inhibition | AID 2129 | actives 0.7% (n = 320,000) | GST-Bcl-xL / FITC-Bim BH3 peptide fluorescence polarization | inhibition, % at 10.9 µM;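 active means inhibition above the mean of all tested compounds plus 3 SD, cutoff set per campaign, cut at about 30% in these data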;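 further: 0% = DMSO wells and 100% = unlabeled Bim-BH3 peptide competitor; inhibitors lower millipolarization by displacing the labeled peptide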
# Fam108B inh = blocks mouse Fam108B hydrolase in RBBP9 counter-screen; actives 0.33% (n = 300,000); recombinant Fam108B, FP-Rh probe fluorescence polarization; inhibition, % at 9.51 µM;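 active means inhibition above the screen mean inhibition plus 3 SD, computed separately per campaign, cut at about 18% in these data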;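 further: inhibitors lower polarization as less probe binds the enzyme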
# PME-1 primary = PME-1 (human) inhibition; Q9Y570; recombinant PME-1, FP-Rh probe fluorescence polarization; inhibition, % at 5.9 µM; actives 0.53% (n = 320,000); AID 2130;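 active means inhibition above the campaign mean of all compounds plus 3 SD, cut at about 26% in these data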;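 further: competitive labeling of PME-1 active site by serine hydrolase directed probe; 0% = PME-1 with DMSO and 100% = wells lacking PME-1 enzyme; inhibitors block probe labeling so polarization falls and inhibition rises; many of its hits are not listed in these tables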
# MCL1-BIM inh = disrupts human MCL1 binding to BIM-BH3 peptide; GST-MCL1 / FITC-Bim-BH3 fluorescence polarization; Q07820; inhibition, % at 10.9 µM; actives 0.68% (n = 320,000);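 active means inhibition above the mean inhibition of all tested compounds plus 3 SD, set per campaign, cut at about 40% in these data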;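 further: 0% = DMSO wells and 100% = unlabeled Bim-BH3 peptide control; higher means more loss of mP so more displacement of Bim peptide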
# Target sequence (Q07820 whole entry, looked up): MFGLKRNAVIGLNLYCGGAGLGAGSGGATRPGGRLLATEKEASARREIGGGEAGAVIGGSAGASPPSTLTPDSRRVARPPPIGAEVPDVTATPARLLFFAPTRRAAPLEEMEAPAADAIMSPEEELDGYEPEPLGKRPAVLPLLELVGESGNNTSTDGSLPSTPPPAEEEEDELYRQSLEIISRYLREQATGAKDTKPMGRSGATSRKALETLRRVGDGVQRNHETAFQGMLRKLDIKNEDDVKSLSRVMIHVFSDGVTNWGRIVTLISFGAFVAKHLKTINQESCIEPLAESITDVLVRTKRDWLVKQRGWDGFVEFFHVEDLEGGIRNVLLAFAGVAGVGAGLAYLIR
# MEX-5 binding = C. elegans MEX-5 TCR-2 RNA binding activity. Q9XUB2. activity score (negative = inhibition of binding), % at 10 µM. actives 0.38% (n = 300,000). MEX-5/FITC-TCR2 RNA binding, fluorescence polarization; active compounds read low;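 active means inhibition past about -25% in most replicates, and total fluorescence under double the plate's negative control median, limit read from the data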;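 further: 0% = DMSO and -100% = 5 µM competing unlabeled TCR2 RNA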
# Efflux pump mplx = inhibitors of Candida antifungal efflux pumps expressed in yeast. S. cerevisiae Candida pump triplex, Nile Red efflux. inhibition, % at 10 µM. actives 0.44% (n = 330,000). AID 485275;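 active means plate passing quality check with inhibition over a set limit, or well fluorescence over plate mean plus 4 SD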;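 further: Nile Red retained in pooled yeast measured as flow cytometry median fluorescence; 0% = buffer negative control and 100% = Enniatin B positive control; higher means more Nile Red kept so more efflux inhibition; some compounds called inactive have numbers as strong as hits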
# GRK2 inh = blocks RNA aptamer binding to human GRK2; AID 488847; inhibition of aptamer binding, % at 10 µM; bead flow cytometry, FAM-aptamer displacement from GRK2; actives 0.59% (n = 330,000); P25098;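 active means inhibition of aptamer binding above 40%, roughly 3 SD of noise, on plates passing a quality check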;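 further: median bead fluorescence of bound FAM aptamer so fluorescent compounds give negative values; no value below 0 was filed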
# Target sequence (P25098 whole entry, looked up): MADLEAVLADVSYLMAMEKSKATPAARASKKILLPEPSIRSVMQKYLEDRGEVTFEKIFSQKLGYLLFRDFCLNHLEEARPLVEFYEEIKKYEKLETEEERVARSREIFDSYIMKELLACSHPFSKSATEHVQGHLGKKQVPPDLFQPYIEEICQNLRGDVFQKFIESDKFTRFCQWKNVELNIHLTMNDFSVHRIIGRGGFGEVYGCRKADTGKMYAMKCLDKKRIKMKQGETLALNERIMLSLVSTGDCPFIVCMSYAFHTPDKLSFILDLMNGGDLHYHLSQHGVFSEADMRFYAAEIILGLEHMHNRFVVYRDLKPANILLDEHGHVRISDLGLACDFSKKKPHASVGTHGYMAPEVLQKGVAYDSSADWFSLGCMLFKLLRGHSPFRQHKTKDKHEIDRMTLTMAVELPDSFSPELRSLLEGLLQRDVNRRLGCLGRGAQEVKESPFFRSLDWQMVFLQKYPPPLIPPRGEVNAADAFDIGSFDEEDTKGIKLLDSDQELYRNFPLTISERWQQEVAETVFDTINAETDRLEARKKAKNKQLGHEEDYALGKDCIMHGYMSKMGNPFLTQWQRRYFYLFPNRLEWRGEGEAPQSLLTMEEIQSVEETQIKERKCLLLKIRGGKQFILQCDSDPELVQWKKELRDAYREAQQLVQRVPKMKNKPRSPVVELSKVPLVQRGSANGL
# VLA-4 inh = inhibition in a human VLA-4 binding assay | VLA-4 expressing cells, ligand binding flow cytometry | inhibition, % (about 7 µM as worked out from the volumes in the protocol) | P13612 | actives 0.2% (n = 330,000); in the data active means inhibition above about 50%
# GLD-1 TGE inh = GLD-1-TGE RNA interaction inhibition (C. elegans) | AID 2280 | inhibition, % at 5.96 µM | purified GLD-1 + fluorescein TGE RNA, fluorescence polarization | Q17339 | actives 0.44% (n = 320,000);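 active means percent inhibition above a per-plate cutoff, the plate mean of test compounds plus 3 SD, cut at about 30% in these data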;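 further: 0% = DMSO wells with GLD-1 and probe and 100% = wells lacking GLD-1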
# An asterisk follows results filed as active; nt = not tested or not shown; & = joins results of further samples. Some of the compounds tested. The share of hits here may be higher or lower than overall.
SMILES,BCLXL inh,Fam108B inh,PME-1 primary,MCL1-BIM inh,MEX-5 binding,Efflux pump mplx,GRK2 inh,VLA-4 inh,GLD-1 TGE inh
CCN(C(=O)COC(=O)c1cc(-c2ccc(C)o2)nc2ccccc12)C1CCS(=O)(=O)C1 (stereo not drawn),23,0,5,33,-2.8,0.0,0,4,5
CCC1=NN2C(=N)/C(=C\c3ccc(OCCOc4ccc(NC(C)=O)cc4)cc3)C(=O)N=C2S1,8,-2,-17,9,-0.8,-0.2,2,-8,-4
COc1cccc2c1nc(C)c1cc(C)oc12,-1,-6,3,-1,1.1,0.4,0,3,-5
O=C(O)c1ccccc1C(=O)N1CCN(c2ccccc2)CC1,3,1,-1,-2,-3.5,-0.1,1,6,8
COc1ccc(C(=O)Nc2oc(-c3ccccc3)c(-c3ccccc3)c2C#N)cc1,3,-2,-5,1,2.8,0.0,7,14,-7
COc1cc([N+](=O)[O-])ccc1NC(=O)CSc1n[nH]c(C(C)C)n1,5,-4,0,6,0.3,-0.1,1,-4,6
Oc1ccc(-c2c(-c3ccsc3)sc3ccccc23)cc1,8,-3,-8,9,0.2,-0.1,2,-6,3
CCCc1nnc(NC(=O)C2CCCO2)s1 (stereo not drawn),2,0,-6,3,0.2,0.0,2,32,12
Cc1ccc(/C=N/N=C2/NC(=O)C(CC(=O)N3CCOCC3)S2)cc1 (stereo not drawn),7,-3,-1,10,4.6,0.0,4,1,5
COc1ccc(OCc2nnc(SC(C)C(=O)Nc3nccs3)n2-c2ccccc2)cc1 (stereo not drawn),-6,0,0,-1,-0.9,0.1,0,-5,7
Cc1ccc(-c2csc3ncnc(Nc4ccc(N5CCOCC5)cc4)c23)cc1,5,14,3,7,-1.6,-0.1,1,-7,7
COc1cc(OC)c(OC)cc1/C=N/Nc1ccc(Cl)nn1,nt,nt,nt,nt,-0.2,-0.1,0,-6,nt
COc1ccc(/C=C/C(=O)C2CC2)cc1Cn1nc(C)c([N+](=O)[O-])c1C,6,2,2,10,-1.0,0.1,0,7,6
O=C(CCN1CCOCC1)N1CCc2c([nH]c3ccccc23)C1c1cccc(Cl)c1 (stereo not drawn),5,-2,-4,14,-1.2,0.3,0,10,0
O=C(CSCc1cccc(Br)c1)N=Nc1c(O)[nH]c2ccccc12,5,3,4,4,0.4,-0.1,3,57*,0
CC(=O)Nc1ccc(C(=O)NNC(=O)c2ccccc2-n2cccc2)cc1,-13,nt,-2,-19,nt,0.2,1,-2,2
Cc1ccc(Cn2ccc(NC(=O)c3nn(C)cc3[N+](=O)[O-])n2)cc1,1,-1,1,-4,-2.6,0.1,4,1,2
Cc1oc(-c2ccc(Cl)cc2)nc1CN1CCCN(C(=O)c2ccco2)CC1,1,0,-4,-4,-0.7,0.1,2,2,3
Cn1c(CNC(=O)c2cccs2)nnc1SCC(=O)Nc1ccccc1,1,0,-12,-3,1.1,-0.2,2,-18,3
COc1cc(/C=N/NC(=O)C(N)=O)ccc1OCC(=O)N1C(C)CCCC1C (stereo not drawn),-3,3,1,6,-1.5,0.0,0,31,3
CCc1nn(CC(=O)N2CCN(C)CC2)c(=O)c2cccn12,4,4,-6,-4,2.3,0.0,0,-6,-1
O=C(/C=C/c1ccc(Cl)c([N+](=O)[O-])c1)Nc1cccnc1,5,1,-16,7,0.7,0.0,0,5,3
CC1CN(CCOc2ccccc2[N+](=O)[O-])CC(C)O1 (stereo not drawn),3,-4,-2,-2,-0.1,0.2,2,5,-1
N#CC1=C(N)N=C(SCc2cccc3ccccc23)C(C(N)=O)C12CCCCC2 (stereo not drawn),-3,-3,9,0,0.2,0.1,11,21,-11
CN(C)c1ccc(/C=C(/NC(=O)c2ccccc2)C(=O)NCCN2CCOCC2)cc1,-22,-1,-11,-31,6.7,0.2,0,36,-53
Clc1c(CSc2nc3ccccc3o2)nc2sccn12,3,-4,1,3,0.5,-0.2,1,0,9
Cc1ccc(OCCNC(=O)/C=C/c2ccc([N+](=O)[O-])cc2)cc1C,2,0,-5,-2,-5.0,0.1,3,6,-6
CSc1nc(Cc2ccc(Cl)cc2)nc2ccccc12,4,-2,-3,4,-0.7,0.0,0,-1,2
COc1ccc(CNC(=O)CCCn2nc(C)n3c(cc4sccc43)c2=O)cc1,0,-2,5,-5,-7.3,0.0,0,14,0
CC(=O)Nc1sc2c(c1C#N)CCCCC2,1,2,-5,7,-1.3,0.1,0,4,4
Cc1nc(NC(=O)COc2ccccc2)sc1C(=O)Nc1cccc(Cl)c1,7,-3,-2,2,0.1,0.1,1,9,1
COc1ccccc1/C=C/C(=O)OCCCN(C)C,4,2,-5,18,0.7,0.1,3,-4,5
NC(=O)CCC(NC(=S)Nc1ccccc1)C(=O)O (stereo not drawn),1,-2,-5,2,2.6,0.0,0,-5,9
Cc1cccc(CCNC(=O)CCc2nnc(CCc3ccccc3)o2)n1,0,0,-3,2,-1.6,0.2,1,9,6
COc1ccccc1Nc1nc(C)cs1,-3&0,1&-2,-1&9,0&-4,-1.8&-0.1,-0.2&-0.1,0&4,-10&-15,-5&-2
CCCNC(=O)c1ccc(COc2ccc(Cl)cc2)o1,nt,nt,nt,nt,-0.2,0.1,1,-16,nt
Cc1ccccc1OCC(=O)Nc1nnc(COc2ccccc2)s1,4,1,-1,-4,0.6,-0.5,4,-1,-2
O=C(CN1C(=O)NC(c2ccccc2)(c2ccccc2)C1=O)NCc1ccc(F)cc1,nt,nt,nt,nt,nt,-0.1,0,4,4
COc1cccc(C(=O)NC(=S)Nc2nnn(C)n2)c1,2,-2,0,22,-1.9,0.0,1,38,7
COc1ccc(Cc2cnc(N)s2)cc1,-1,2,-2,0,1.1,-0.1,3,-9,4
COc1cc(/C=N/NC(N)=O)cc(Br)c1OCc1ccc(C)cc1,1,-8,-3,-1,0.6,0.1,3,-14,1
Cc1ccc(/C=N/NC(=O)Cc2ccc(O)cc2)s1,4,-1,5,10,-1.0,0.1,16,0,9
COCCN(C(=O)COC(=O)Cc1cccc(OC)c1)c1c(N)n(CC(C)C)c(=O)[nH]c1=O,-8,-1,1,-6,-1.8,0.1,1,21,2
N/C(CSc1ccc(Cl)cc1)=N\NC(=O)c1ccncc1,1,7,-10,2,-0.6,-0.1,10,-4,4
Nc1cc(=O)[nH]c(SCc2ccc(Cl)cc2)n1,8,8,1,11,-0.7,-0.1,0,29,1
O=[N+]([O-])c1cccc(CSc2nnc(Cc3ccccc3)n2-c2ccc(F)cc2)c1,3,5,15,1,3.6,0.0,1,4,5
C[C@@]12C(=O)Nc3ccc(Cl)cc3C(=O)N1[C@H]1c3cc(Br)ccc3OC[C@@H]1[C@@H]2c1ccccc1,nt,nt,nt,nt,nt,-0.2,1,-11,5
COc1ccc(CNc2nc(SCc3cc(=O)n4cc(Cl)ccc4n3)nc3ccccc23)cc1,3,0,0,2,0.0,0.1,0,-7,8
CC1CC(C)CN(S(=O)(=O)c2ccc3c(c2)CCN3C(=O)CCC(=O)O)C1 (stereo not drawn),-1,-1,5,-1,-0.7,0.1,2,5,2
O=C(COc1ccc2c(c1)OCO2)NCc1cccs1,nt,nt,nt,nt,nt,0.0,1,14,2
CCN(CC)S(=O)(=O)c1ccc(Cl)c(NC(=O)COC(=O)C2CCCCC2)c1,4,nt,15,0,nt,0.1,0,5,7
O=C(O)CCC(=O)N1CCc2c([nH]c3ccccc23)C1C(F)(F)F (stereo not drawn),-5,0,-4,-7,2.9,0.2,0,17,-3
O=C(COC(=O)COc1ccccc1)Nc1ccccc1OC(F)F,3,-2,5,5,-1.3,-0.1,0,-1,-3
Cc1cc(C)nc(SC2CCCCC2O)n1 (stereo not drawn),4,-3,-2,4,0.3,0.0,0,-3,0
CCOC(=O)c1[nH]c2cc3c(cc2c1NC(=O)CN1CCC(C)CC1)OCO3,-2,-4,4,-16,-1.5,-0.1,0,13,3
N=c1sccn1CC(=O)Nc1cc(S(=O)(=O)N2CCCC2)ccc1Cl,-14,-1,4,-22,2.0,0.1,0,0,6
O=C(OCCOc1cccc(Cl)c1)c1cc(S(=O)(=O)N2CCOCC2)ccc1F,1,-1,-1,-8,0.2,0.0,1,21,10
COc1ccc([N+](=O)[O-])cc1-c1[nH]c(-c2ccc(C(=O)O)cc2)nc1-c1ccccc1,7,1,5,3,-3.4,-0.1,2,10,5
COc1ccc(CCNC(=O)Cn2cnc3c(cnn3-c3ccccc3Cl)c2=O)cc1OC,-2,-2,2,0,-0.6,0.1,1,16,0
CCN=C1SC(CC(=O)NCCc2ccc(OC)cc2)C(=O)N1CC (stereo not drawn),5,0,-4,6,0.2,0.1,1,-2,10
# Further records follow.
SMILES,BCLXL inh,Fam108B inh,PME-1 primary,MCL1-BIM inh,MEX-5 binding,Efflux pump mplx,GRK2 inh,VLA-4 inh,GLD-1 TGE inh
c1ccc(-c2cc3c(N4CCCC4)ncnc3s2)cc1,3,-2,8,-14,-0.7,-0.1,6,-10,1
Cc1ccc(NS(=O)(=O)c2ccc(NC(=O)c3cccc(NC(=O)C(C)C)c3)cc2)cc1,-4,-70,-95,-1,-9.6,0.1,4,4,5
Nn1cnc2scc(-c3cccs3)c2c1=O,-3,3,2,-2,0.2,0.3,0,-2,-6
Fc1ccccc1COc1ccc(C(=S)N2CCCC2)cc1,1,2,0,8,2.1,0.0,3,2,0
CC(=O)NNC(=O)c1nc(-c2ccccc2)c(C)o1,1,3,-2,-1,nt,0.0,2,5,1
O=C(O)c1ccccc1C(=O)Nc1cc(C(F)(F)F)ccc1N1CCCC1,10,-2,4,11,0.9,0.0,0,2,1
CCn1c(=O)c(C(=O)Nc2ncccc2C)c(O)c2ccccc21,4,-6,-2,-4,1.3,-0.1,0,3,4
CC(C)(O)C(=O)NN(C(=O)c1ccccc1)c1ccc2ccccc2c1,3,-1,-6,-2,3.9,-0.1,8,-12,-3
COc1ccc(S(=O)(=O)N(C)c2ccc(C(=O)Nc3cccnc3)cc2)cc1,2,-6,1,2,0.3,0.0,11,0,1
CCCNC(=O)Cn1nc([N+](=O)[O-])c([N+](=O)[O-])c1C,1,2,7,4,1.3,0.0,0,10,2
COc1ccc(NC(=O)N2CCCC(c3nc(-c4ccc(OC)cc4)no3)C2)cc1 (stereo not drawn),3,0,4,1,1.0,-0.2,3,-7,0
Cc1ccc(C(=O)NC2CCCCCC2)o1,1,0,-3,-3,0.5,-0.1,1,8,6
Cc1cc(C)c(C(=O)Cn2cnc3cc([N+](=O)[O-])ccc3c2=O)cc1C,5,0,-15,2,-0.9,-0.1,0,-12,-3
COc1cc(OC)c(NC(=O)c2cccc(F)c2)cc1Cl,0,-1,0,-4,-2.0,0.0,1,-2,-1
C=CCn1c(COc2ccccc2F)nnc1SCC(=O)Nc1cc2oc3ccccc3c2cc1OC,-3,-18,-25,-3,-2.0,0.5,1,6,-3
COc1cccc(CN(C)Cc2cc(=O)oc3cc(O)c(Cl)cc23)c1,4,3,5,-3,-1.8,-0.1,1,8,0
COc1cc(Cl)ccc1OCc1cc(C(=O)N(C)CC2CCCCO2)no1 (stereo not drawn),3,4,0,2,1.6,0.1,5,-113,4
N#Cc1cc2c(ccc3ccccc32)oc1=O,10,-1,-2,1,-6.7,-0.1,0,1,-3
